Source: PubChem
Hsp70 inhibitors – Hsp70 inhibitors, probe displacement, primary screen, biochemical, fluorescence polarization (AID 583) | Heat shock 70 kDa protein 1A (Homo sapiens) | Hsp70 fluorescence polarization probe displacement, mP; higher % means a stronger effect | one-dose displacement, % at 20 µM; IC50 in µM for titrated hits | 140,000 tested, 0.06% active; in the data active = displacement above about 50%;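 also: plate controls were vehicle for no effect and reference ligand for full effect; a part of the inactive calls stands beside numbers as strong as those of hits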
MKP-3 inhibition – MKP-3 phosphatase inhibitors, primary screen, biochemical, rat enzyme, in vitro (AID 425). inhibition, % at 20 µM; hits with a dose series show IC50 in µM. 110,000 tested, 0.17% active. recombinant MKP-3 phosphatase activity, fluorescence; higher % means a stronger effect. Dual specificity protein phosphatase 6 (Rattus norvegicus); in the data active = inhibition above about 50%;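 also: plate controls were vehicle for no effect and reference inhibitor for full effect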
The depositor's hits bear a star; nt = not tested or not shown; & = joins results of further samples.

Fields: Hsp70 inhibitors, MKP-3 inhibition
1: CCOc1ccccc1NC(=O)c1ccc(I)cc1
→ -3.1%, 1.5%
2: CN(c1ccc(OCc2nnc(-c3ccccc3)o2)cc1)S(=O)(=O)c1ccccc1
→ -0.3%, -2.6%
3: CCOc1cc(C2NC(=O)NC(O)(C(F)(F)F)C2C(=O)c2ccc(Cl)cc2)ccc1O (stereo not drawn)
→ -4.1%, -7.2%
4: Cc1ccc(S(=O)(=O)/N=C(\Sc2ccccc2)c2ccccc2)cc1
→ 3.8%, nt
5: O=C(CSC1CCCCC1)Nc1nccs1
→ 3.0%, -11.7%
6: COC(=O)c1c(NC(=O)CCN2C(=O)c3ccccc3C2=O)sc2c1C(C(=O)OC)CC2 (stereo not drawn)
→ 2.8%, -1.4%
7: COCCCNC(=O)c1ccc(N(C)S(C)(=O)=O)cc1
→ 0.8%, 2.6%
8: COC(=O)c1cc(C(=O)N2CCCC(C)C2)cc([N+](=O)[O-])c1 (stereo not drawn)
→ -5.5%, 4.6%
9: Cn1cnnc1SC(C(=O)Nc1cccc(C(F)(F)F)c1)c1ccccc1 (stereo not drawn)
→ 5.5%, nt
10: N#Cc1cc2c([nH]c1=S)CCCCCC2
→ -2.3%, -0.6%
11: CCO/C(C)=C1\C(=O)Nc2ccccc21
→ -2.5%&4.0%, -0.2%
12: O=C(CSc1nnnn1-c1ccccc1)NC1CCCC1
→ -2.2%, 3.1%
13: CCn1c(SCC(=O)Nc2nc(-c3ccc(C)cc3)cs2)nnc1-c1ccccc1O
→ 3.1%, -3.6%
14: CC(C)CC(=O)Nc1ccc2oc(-c3ccncc3)nc2c1
→ 0.0%, -16.4%
15: CS(=O)(=O)N(Cc1ccccc1)c1ccc(C(=O)NCc2ccccc2)cc1
→ -3.7%, nt
16: COc1ccc2cc(C(=O)NCc3ccco3)c(=O)oc2c1
→ -3.6%, 1.9%
17: Cc1csc(NC(=O)c2ccco2)n1
→ 1.7%&-2.0%, -5.3%&3.4%
18: COc1cccc(OCC(O)CN2CCC(Cc3ccccc3)CC2)c1 (stereo not drawn)
→ 4.2%, 12.3%
19: COc1ccc(-n2nc(C(=O)N3CCCCC3)c3ccccc3c2=O)cc1
→ 1.3%, 5.4%
20: COc1ccc(-c2noc(CCCOc3ccc(Cl)cc3Cl)n2)cc1
→ -5.8%, nt
21: COc1ccc(CN(CCC(c2ccccc2)C2CCOC(C)(C)C2)C(C)=O)cc1 (stereo not drawn)
→ -3.1%, 3.2%
22: COC(=O)c1c(-c2ccncc2)csc1NC(=O)c1ccoc1C
→ -0.2%, -4.7%
23: Oc1ccc(Cl)cc1-c1cc(-c2ccccc2)n[nH]1
→ 6.4%&2.3%, 0.8%&0.6%
24: CCC(=O)Nc1nc2ccccc2n1CCN(CC)CC
→ 1.6%, -6.9%
25: Cc1nc(N2CCOCC2)[nH]c(=O)c1CCC(C)C
→ -2.5%, 7.7%
26: COC(=O)c1cn(CC(=O)NCc2ccco2)c2ccccc12
→ 1.4%, 1.5%
27: CC(C)(C)c1cc(Br)ccc1OCC(=O)Nc1ccccc1C(N)=O
→ 4.6%, 1.0%
28: CCOC(=O)Nc1cc(C(=O)OCC)c(C)nc1C
→ 3.9%, -3.8%
29: COc1ccc(CN(C(=O)c2cccs2)c2nccs2)cc1OC
→ -0.4%, -16.2%
30: CC(C)CC(=O)Nc1cccc(-c2nc3ccccc3o2)c1
→ -3.0%, 5.3%
31: C=C(C)Cn1c(COc2cccc(C)c2)n[nH]c1=S
→ 2.1%, -0.1%
32: C=C(C)C(=O)Nc1cccc(C(=O)NCC(C)C)c1
→ 3.3%, -1.9%
33: Cc1ccc(-n2ncnc2-c2ccc(Cl)cc2)cc1Cl
→ 0.0%, 2.7%
34: CCOc1ccc(Nc2oc(-c3ccc(Cl)cc3)nc2C#N)cc1
→ 3.8%, nt
35: C=CCc1c(C)nc(C)nc1N/N=C/c1ccc(N(C)C)cc1
→ -3.1%, nt
36: COC(=O)C1=C(C(=O)OC)SC(=C2C(=S)C(C)(C)N(C(=O)c3cccc(F)c3)c3c(OC)cccc32)S1
→ -2.9%, 4.8%
37: COc1cc(/C=C2\SC(=S)N(NC(=O)c3ccccc3)C2=O)cc(OC)c1OC
→ 2.0%, 0.8%
38: CC(=O)N(CCCCN1C(=O)c2ccccc2C1=O)c1ccc(C)cc1
→ -1.7%, nt
39: Cc1ccccc1NC(=O)c1c(NC(=O)c2ccccc2C)sc2c1CCCCC2
→ 2.8%, 2.0%
40: O=C(NC(Cc1ccccc1)C(=O)NCc1ccccn1)c1ccco1 (stereo not drawn)
→ -0.8%, -3.2%
41: CCOC(=O)C(C)P(=O)(c1ccccc1)c1ccccc1 (stereo not drawn)
→ 4.6%, -2.2%
42: Cc1ccc(CCNC(=O)CCNS(=O)(=O)c2ccc3c(c2)c(=O)n(C)c(=O)n3C)cc1
→ 1.5%, 2.3%
43: COC(=O)CN(c1ccc(OC)cc1)S(=O)(=O)c1ccccc1
→ 4.7%, -4.0%
44: CCCCn1c(Cl)nc2c1c(=O)n(C)c(=O)n2C
→ -5.6%, -2.5%
45: COc1ccc(/C=C2\SC(=S)N(NC(=O)c3ccncc3)C2=O)cc1OC
→ -5.4%, 1.2%
46: O=C(CCCCn1c(=O)c2ccccc2n(Cc2ccc(Cl)cc2)c1=O)NCc1ccco1
→ -3.9%, 5.6%
47: COc1ccc(OC)c(C2C(C(=O)N(C)C)=C(C)Nc3nc4ccccc4n32)c1 (stereo not drawn)
→ 1.5%, 13.3%
48: CCCc1c(C)nc2ccc(Br)cc2c1SCC(=O)O
→ -1.3%, 0.9%
49: Cc1cccc2c(=O)oc(-c3ccc4c(c3)C(=O)N(CC3CCCO3)C4=O)nc12 (stereo not drawn)
→ -10.4%, 1.1%
50: C=CCNC(=O)CN(c1ccc(OC)cc1OC)S(=O)(=O)c1ccc(C)cc1
→ -3.5%, 3.3%
51: O=S(=O)(c1cccc2cccnc12)N1CCOCC1
→ -3.8%, -14.5%
52: COc1ccc(Br)cc1-c1nc(C)c(C(C)=O)n1O
→ -4.8%, 6.4%
53: O=C(Nc1ccc(Br)cc1F)c1sccc1-n1cccc1
→ 0.6%, -10.0%
54: Cc1ccc(Cn2ncc3c(N4CCN(Cc5ccc(Cl)cc5)CC4)ncnc32)cc1
→ -3.0%, 5.9%
55: Cc1sc(-c2ccncc2)nc1OC(=O)c1ccc(Cl)cc1
→ 10.5%, nt
56: C=C(C)CSc1nc2sc3c(c2c(=O)n1CC(=C)C)CC(C)(C)OC3
→ -2.7%, 2.6%
57: COc1cccc(NC(=O)c2ccccc2C(F)(F)F)c1
→ 2.1%, -3.0%
58: Cn1c(-c2ccccn2)nc2ccccc21
→ 3.7%, 1.2%
59: O=C(Cc1cccs1)Nc1ccon1
→ 7.9%, -14.0%
60: COC(=O)c1ccc(-n2nnnc2SCC(=O)Nc2cc(OC)ccc2OC)cc1
→ 5.1%, -3.5%

(listing goes on)
Fields: Hsp70 inhibitors, MKP-3 inhibition
61: O=S(=O)(c1ccc(S(=O)(=O)N2CCCN(Cc3ccccc3)C2)cc1)N1CCCCCC1
→ 8.5%, -1.0%
62: CCN1CCN(C(c2cc3cccc(C)c3[nH]c2=O)c2nnnn2Cc2ccccc2)CC1 (stereo not drawn)
→ 3.5%, -0.4%
63: O=C(CCCn1c(=S)[nH]c2ccsc2c1=O)NCc1ccco1
→ 3.5%, -9.4%
64: Cc1ccc2[nH]c(=O)c(C(c3nnnn3CC3CCCO3)N3CCCc4ccccc43)cc2c1 (stereo not drawn)
→ -2.9%, -10.5%
65: Cc1nonc1N=Cc1cc(I)cc(I)c1O
→ 1.0%, 6.9%
66: CS(=O)(=O)N(CC(=O)NCc1ccccn1)c1ccc2c(c1)OCCO2
→ 2.8%, -1.1%
67: Cc1ccc(CNC(=O)COC(=O)c2c(C)noc2C)cc1
→ 1.8%, -11.8%
68: O=C(Nc1ccccc1C(=O)OCn1nnc2ccccc2c1=O)c1ccco1
→ 2.4%, 7.1%
69: CCOc1ccc(N(CC(=O)Nc2ccc(Cl)cc2C)S(C)(=O)=O)cc1
→ -3.9%, 2.4%
70: Clc1ccccc1OCCN1CCCCC1
→ -2.4%, -11.8%
71: CCCSc1nnc(N2C(=O)CC(c3ccsc3)C3=C2CCCC3=O)s1 (stereo not drawn)
→ -4.8%, -4.8%
72: Cc1ccc(S(=O)(=O)NCCSCc2ccc(Br)cc2)cc1
→ 0.3%, 2.2%
73: COc1ccc(OC)c(C2C(C#N)=C(N)Oc3c2c(C)nn3-c2ccc(C)cc2)c1 (stereo not drawn)
→ nt, -6.8%
74: O=S(=O)(c1cccs1)N1CCN(c2ncccn2)CC1
→ -7.5%, -9.8%
75: Cc1ccc(-n2c(C)cc(C(=O)CSc3nnnn3C)c2C)cc1
→ 2.3%, -12.6%
76: CC(NC(=O)CSc1nnc(-c2cccc(S(=O)(=O)N3CCCCC3)c2)o1)C12CC3CC(CC(C3)C1)C2 (stereo not drawn)
→ 5.5%, nt
77: COc1nnc(-c2ccc(N3CCOCC3)c(NC(C)=O)c2)c2ccccc12
→ -4.6%, -5.1%
78: CCn1c(CCNC(=O)c2ccc(OC)c(OC)c2)nc2ccccc21
→ 4.2%, 0.2%
79: CC1CCC(C(C)C)C2=C1C(C#N)(C#N)C(C#N)(C#N)C(c1ccccc1)N2 (stereo not drawn)
→ 6.4%, nt
80: COc1ccc(S(=O)(=O)N(C)CC(=O)N2CCC(C)CC2)cc1Cl
→ 0.9%, 0.3%
81: Clc1ccc(-c2nc3ccccc3[nH]2)c(Cl)c1
→ -3.9%, 0.1%
82: COc1cc2ccccc2cc1C(=O)Nc1ccc(Cl)cn1
→ 5.9%, 1.2%
83: C=CCC(Nc1ccco1)c1ccccc1 (stereo not drawn)
→ 0.2%, -1.7%
84: COc1ccccc1C/C(N)=N/OC(=O)c1ccco1
→ 1.6%, 5.5%
85: Cc1c(Cl)cccc1NC(=O)/C(C#N)=C/c1ccc(C(=O)O)cc1
→ 2.9%, -1.3%
86: Cc1ccc(C(=O)N2CCN(c3ccccc3)CC2)cc1S(=O)(=O)N1CCCC1
→ -7.0%, -2.9%
87: Cc1ccc(Nc2nnc(SCC(=O)Nc3ccc(S(=O)(=O)N4CCOCC4)cc3)s2)cc1
→ 3.9%, nt
88: Nc1nc2n(n1)C(c1ccco1)CC(c1ccc(F)cc1)N2 (stereo not drawn)
→ -0.7%, 0.2%
89: CN(C)c1ccc(C(NC(=O)Cc2ccccc2)c2c(O)ccc3ccccc23)cc1 (stereo not drawn)
→ 4.2%, 3.1%
90: O=C(Nc1cccc(OCC(=O)N2CCOCC2)c1)C1CCCCC1
→ 1.5%, -4.1%
91: CCc1ccc(S(=O)(=O)NCc2csc(C)n2)s1
→ 0.6%, nt
92: COc1ccc(C(=O)NCCOc2ccccc2)c(OC)c1OC
→ -1.3%, 1.2%
93: COc1cc(/C=C2\SC(=S)NC2=O)ccc1Oc1ccc([N+](=O)[O-])cn1
→ nt, 2.8%
94: O=C1NC(=S)S/C1=C\c1ccc(OC(=O)c2ccccc2I)cc1
→ -2.9%, 4.8%
95: CCOc1ccc2nc(NC(=O)c3ccc(Cl)cc3)sc2c1
→ nt, 2.2%
96: CCN1CCN(Cc2nc3c(c(=O)n(C)c(=O)n3C)n2Cc2ccc(Cl)cc2Cl)CC1
→ -1.5%, 4.9%
97: CCC(=Nc1cc(Cl)ccc1O)c1c(C(F)(F)F)[nH]n(-c2nc3ccccc3s2)c1=O
→ -1.1%, 0.4%
98: COc1cc(C2Nc3ccc4ccccc4c3C3=C2C(=O)CC(C)(C)C3)c(Br)cc1O (stereo not drawn)
→ 1.6%, 0.0%
99: CC(=O)Oc1ccc(-c2nc(-c3cccnc3)no2)cc1
→ 1.9%, 2.3%
100: O=C(Oc1ccc2ccccc2c1)c1cc([N+](=O)[O-])ccc1Cl
→ -0.2%, -1.9%
101: N#Cc1c(NC(=O)CSc2nnc(-c3ccccc3O)n2-c2ccccc2)sc2c1CCCC2
→ -0.3%, -5.6%
102: COc1ccc(/C=C(\NC(=O)c2ccccc2)C(=O)Nc2ccc(C)cc2)cc1OC
→ -2.3%, 3.3%
103: COc1ccc(C(=O)NCc2nnc(SCC(=O)N3CCc4ccccc43)o2)cc1OC
→ nt, 1.1%
104: O=C(O)c1cc(NS(=O)(=O)c2ccc3c(c2)OCCO3)cc(C(=O)O)c1
→ 1.8%, 0.9%
105: CCC(=O)c1cc(F)c(N2CCN(C(=O)c3ccco3)CC2)cc1C
→ -7.6%, 7.8%
106: CCOc1cc(C=C2C(=O)NC(=S)NC2=O)ccc1OCCOCCOc1ccc(C)cc1
→ -0.5%, 4.8%
107: O=C(O)C1C(c2ccccc2)C(C(=O)Oc2ccccc2)C1c1ccccc1 (stereo not drawn)
→ -1.1%, nt
108: O=C(NCCc1ccccc1Cl)C1CCN(S(=O)(=O)c2cccs2)CC1
→ -2.1%, nt
109: Cn1c(=NC(=O)C2CC2)sc2cc(F)cc(F)c21
→ 0.2%, -9.1%
110: COc1ccccc1NC(=O)CSc1nnc(-c2ccc(C)cc2)o1
→ -3.7%, 1.9%

This is a subset. The share of hits here may be higher or lower than overall.
